Screens from PubChem BioAssay.
CFTR F508del cor: F508del CFTR correction, initial screen, CFBE line, single point; activity (quench increase), % at 7.58 µM; AID 720511, 2013; CFBE cells, YFP halide quenching; stimulated with forskolin plus potentiator P3; % fluorescence drop versus neutral controls; 0.36% of 350,000 active;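 active = mean added fluorescence quench of at least 8% versus neutral control, with both replicates also reaching 8%; inconclusive = only one of the mean or replicate conditions met; inactive = mean below 8% and not both replicates reaching 8%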;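 also: cells transiently co-express mutant CFTR-F508del with the halide-sensitive YFP; corrector assay measuring rescue of mutant channel to the surface after 24 h compound exposure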
EWS-Fli block: EWS/Fli-driven NR0B1 reporter inhibitors, primary screen, A673 cells, NR0B1 luciferase, luminescence, MLPCN library; viability-normalised; inhibition, % at 12.6 µM; 0.67% of 350,000 active; AID 651661, 2012;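 active = mean inhibition of at least 50% after viability correction, with every replicate also passing that limit; inconclusive = mean reaches 50% but only one of two replicates passes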;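 also: firefly luciferase signal divided by Alamar Blue viability fluorescence both relative to DMSO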
INS-1E GSIS act: GLuc luminescence reporter in INS-1E cells, primary screen for activators of glucose-dependent secretion of insulin | INS-1E GLuc reporter insulin secretion, 2-3 h | activation, % at 16.6 µM | 0.61% of 370,000 active | AID 743287, 2014;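 active = lowest replicate activation of at least 40%, so every replicate reaches that level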;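 also: 0% = median of neutral control wells and 100% = median of IBMX positive control wells; some compounds called inactive have numbers as strong as hits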
PAX8 inh HTS: inhibitors of PAX8-driven TPO luciferase reporter, primary screen, RMG-I cells, single concentration; SteadyGlo, 24 h; inhibition, % at 12.6 µM; AID 652154, 2013; 1.2% of 360,000 active;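 active = mean replicate inhibition at least 60% with every replicate also reaching 60%; inconclusive = only one of the two criteria is met; inactive = mean below 60% and not all replicates reaching 60%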;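 also: luciferase light reporting Pax8 driven TPO promoter activity; plate controls were median of neutral control wells for no effect and mitoxantrone controls for full effect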
DENV2 CPE: inhibitors of DENV2 cytopathic effect, primary screen, cell-based, plate reader, single concentration. DENV2-infected cells, cytopathic effect rescue. CPE inhibition, % at 9.99 µM. 1.7% of 350,000 active. AID 651640, 2012; in the data active = CPE inhibition above about 20%, passing the limit was not always enough; inconclusive = no clear call, values can overlap the other calls; tested in BHK-21 cells;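 also: 0% = median of neutral control wells and 100% = median of positive control wells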
FN deposit inh: inhibitors of fibronectin matrix deposition, primary screen, AH1F cells, Alexa488-fibronectin fluorescence, plate reader; AH1F fibroblasts, overnight; inhibition, % at 12.6 µM; 0.086% of 350,000 active;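 active = mean inhibition across replicates of 30% or more, regardless of how many single replicates reach that level; inconclusive = mean under 30% yet at least half of replicates reach 30%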;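 also: positive control wells lacked labelled fibronectin entirely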
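Assay system: AH1F fibroblast monolayer, labelled fibronectin deposition. Amount: 10000 cells per well. Also added: labelled fibronectin 24 nM. Compound: single-point pinned compound. Incubation: cell attachment 1 h, compound and FN exposure overnight. Detection: fluorescence after three HBSS washes, excitation 485 nm, emission 525 nm. Read-out: inhibition of fibronectin deposition signal.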
miR122 inh: miR-122 Renilla sensor signal increase in Huh7, primary screen, miR-122 inhibitor project, cell-based, single point, plate reader | Huh7 miR-122 Renilla luciferase sensor, 48 h; neutral wells = 0, positive control = 100 | activation (reporter increase), % at 12.5 µM | 0.3% of 340,000 active;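 active = mean replicate activation score at least 90 and every replicate individually at or above 90; inconclusive = only one of the two criteria met; inactive = neither criterion met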;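 also: higher luciferase means less miR-122 activity so hits act as miR-122 inhibitors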
* marks the source's active call; other numbers are inactive results; ? = inconclusive; . = no result given; [ ] = dose if it differs, or a comment.

SMILES | CFTR F508del cor | EWS-Fli block | INS-1E GSIS act | PAX8 inh HTS | DENV2 CPE | FN deposit inh | miR122 inh
O=C(Nc1ccncc1)c1ccc(F)cc1 | . | . | . | -6 | . | -1 | -16
Cc1noc(C)c1NC(=O)N(C)C[C@H]1Oc2ccc(N(C)C)cc2CC(=O)N([C@H](C)CO)C[C@H]1C | 1.2 | -3 | -4 | -4 | -1 | 8 | 0[16.7 µM]
CCOC(=O)Cc1csc(NC(=O)CCCN2C(=O)c3ccccc3C2=O)n1 | . | . | -4 | . | . | 12 | -5
CCC(=O)N1C[C@@H]2[C@H](c3ccccc31)[C@@H](CO)N2C(=O)Nc1ccccc1 | -2.5 | 0 | 4 | 1 | . | . | -17[16.7 µM]
CN(C)CC#Cc1ccc([C@H]2[C@H](CO)N3CCCCN(C(=O)c4ccc5c(c4)OCO5)C[C@@H]23)cc1 | -1.1 | -9 | -4 | 13 | ? | . | 4[16.7 µM]
Cc1ccc(CS(=O)(=O)c2ncc(Cl)c(C(=O)Nc3nnc(C(C)C)s3)n2)cc1 | 5.3 | 70* | 10 | 28 | -2 | 16 | 17
COCCC(=O)N1CCOCC1c1cc(C(=O)NCc2ccccc2)no1 (stereo not drawn) | -1.2 | 2 | 8 | 5 | -4 | 18 | -1
C[C@H]1CN([C@@H](C)CO)C(=O)Cc2cc(NC(=O)CCC(F)(F)F)ccc2O[C@@H]1CN(C)Cc1ccc(Oc2ccccc2)cc1 | -0.4 | 0 | -23 | 8 | -1 | 0 | 7[16.7 µM]
COc1ccc2nc(NC(=O)c3cccnc3SC)sc2c1 | -1.9 | -85 | 1 | -129 | 1 | 2 | 0
Cc1noc(C)c1NC(=O)Nc1cccc2c1O[C@@H](CN(C)Cc1ccc(-c3ccccc3)cc1)[C@@H](C)CN([C@H](C)CO)C2=O | 3.6 | 5 | -23 | 23 | ? | . | -10[16.7 µM]
Cc1cc(C(=O)OCC(=O)N2CCOCC2)c(C)n1-c1ccccc1 | -2.4 | -38 | 1 | -43 | 1 | -3 | -9
COc1cccc(NC(=O)N2C[C@H](O)COC[C@@H]3O[C@H](CC(=O)NC4CCC4)CC[C@H]32)c1 | 1.3 | 2 | 3 | -24 | 3 | -10 | 11[16.7 µM]
CC1CCCCN1C(=O)CSc1nnc(-c2ccco2)o1 (stereo not drawn) | -2.0 | -63 | -11 | -109 | -8 | 6 | -11
O=C1CC(C(=O)Nc2cc(Cl)ccc2Cl)n2ncnc2N1 (stereo not drawn) | 0.9 | 1 | -10 | -1 | -2 | 15 | -2
Cc1noc(C)c1S(=O)(=O)N(CC(=O)Nc1ccc2c(c1)OCCO2)c1ccc(C(C)C)cc1 | -1.5 | 11 | -14 | -3 | 2 | -7 | -2
Cc1cc(C)c(S(=O)(=O)Nc2cccc(C(=O)O)c2)cc1S(=O)(=O)Nc1cccc(C(=O)O)c1 | -0.8 | -1 | 3 | -11 | 11 | -7 | .
Cc1ccn2c(C(=O)N/N=C\c3ccc4c(c3)OCO4)c(C)nc2c1 | . | . | -1 | -20 | . | 2 | -7
O=C(Cc1ccccc1F)NCC1(N2CCOCC2)CCCCC1 | 0.1 | 7 | 15 | -14 | 5 | 1 | .
CCCN(C)C[C@@H]1Oc2ncc(-c3ccccc3OC)cc2C(=O)N([C@H](C)CO)C[C@H]1C | -0.6 | 0 | -9 | . | -1 | 7 | -10[16.7 µM]
COc1ccccc1NC(=O)CN1CC(=O)Nc2ccccc21 | -2.8 | -6 | -1 | 3 | 0 | -7 | -3
COc1cccc(CC(=O)NCCCSc2ccccc2)c1 | 1.7 | . | -3 | -47 | 1 | -4 | -9
NC(=O)c1ccsc1NC(=O)COC(=O)c1cccnc1Cl | 1.2 | 0 | -4 | 8 | 10 | -5 | 3
CO[C@@H]1CN(C)C(=O)c2cc(NS(=O)(=O)c3ccccc3C)ccc2OC[C@@H](C)N(C)C[C@H]1C | -1.5 | 6 | 3 | 2 | 3 | -1 | 32[16.7 µM]
C[C@@H]1CN([C@H](C)CO)C(=O)c2cc(NC(=O)Nc3ccc4c(c3)OCO4)ccc2O[C@@H](C)CCCCO[C@H]1CN(C)Cc1ccc2c(c1)OCO2 | 1.5 | 11 | -33 | 8 | 16 | 2 | 9[16.7 µM]
CC(C)Sc1nnc(NC(=O)c2ccc3c(c2)OCO3)s1 | -2.5 | -99 | 15 | -57 | 5 | -4 | .

Look-ups from above.
COCCC(=O)N1CCOCC1c1cc(C(=O)NCc2ccccc2)no1 (stereo not drawn) in EWS-Fli block is listed with 2
Cc1cc(C)c(S(=O)(=O)Nc2cccc(C(=O)O)c2)cc1S(=O)(=O)Nc1cccc(C(=O)O)c1 in PAX8 inh HTS is listed with -11

(next part)
SMILES | CFTR F508del cor | EWS-Fli block | INS-1E GSIS act | PAX8 inh HTS | DENV2 CPE | FN deposit inh | miR122 inh
O=C(NCC1CCCCC1)c1cc(S(=O)(=O)N2CCCCC2)ccc1Cl | -3.5 | 4 | 3 | -1 | 2 | 0 | 4
CN(c1ccccc1)c1ccc(/C=C/[N+](=O)[O-])cc1 | -1.0 | 64* | -31 | -4 | 0 | 4 | .
Cc1ccc(CCCOC(=O)CN2CCCCC2)cc1 | -5.4 | 2 | -4 | -14 | -1 | 4 | .
CC(=O)NC(=S)NNC(=O)COc1ccc([N+](=O)[O-])cc1 | 0.4 | -1 | -11 | 57 | 2 | 5 | .
O=C(C[C@@H]1CC[C@@H](NC(=O)c2ccc3c(c2)OCO3)[C@H](CO)O1)NCc1ccc(Oc2ccccc2)cc1 | 1.5 | . | 2 | . | -4 | -11 | .
CCOC(=O)c1c(S(=O)(=O)NCC(=O)Nc2cccc(C)n2)c(C)n(C)c1C | -2.5 | 2 | 5 | -4 | 1 | 11 | -3
O=C(CN1C(=O)CNC1=O)Nc1ccc(Cl)cc1 | 2.0 | 1 | -9 | 3 | -3 | -5 | 6
COc1ccc(N(C)S(=O)(=O)c2cccc(C(=O)NCC(c3cccs3)N(C)C)c2)cc1 (stereo not drawn) | 3.0 | -5 | -19 | 15 | 5 | 10 | .
COc1ccc(S(=O)(=O)N(CC(C)C)C2CCS(=O)(=O)C2)cc1OC (stereo not drawn) | -0.5 | 2 | 9 | -24 | 1 | 0 | -3
Cc1nn(-c2ccccc2)c(C)c1CNC(=O)c1ccc(S(=O)(=O)NCc2ccco2)cc1 | -1.9 | -7 | -2 | -11 | -2 | 6 | -3
CCOc1ccc(C(=O)NCC(=O)OCCCC(=O)c2ccc(F)cc2)cc1OCC | -2.0 | -3 | 45* | 4 | 2 | -1 | .
C=CC[C@H](CC(=O)OC(C)(C)C)C(=O)OC[C@@H]1CCCN1C(=O)[C@H](CC=C)CC(=O)N[C@H](CO)Cc1ccccc1 | -3.2 | 10 | . | -5 | -3 | -4 | 26
CC(OC(=O)C1CC(=O)N(Cc2ccco2)C1)C(=O)Nc1cccc(C#N)c1 (stereo not drawn) | 1.9 | -4 | 0 | 1 | 21* | -4 | -2
Cc1cnc(NC(=O)CSc2nnc(COc3ccccc3)o2)s1 | -1.7 | 0 | 2 | 15 | -5 | 11 | .
COc1cc(OC)c(-c2nc(-c3ccncc3)no2)cc1OC | -1.2 | 3 | 7 | -15 | ? | -5 | -9
Cc1cc(Br)cc(Br)c1OCC(=O)NNC(=O)c1ccoc1C | -1.0 | -7 | 1 | 2 | 15 | 2 | 6
CC(C)(CNC(=O)C1CCN(S(=O)(=O)c2cc([N+](=O)[O-])ccc2Cl)CC1)N1CCOCC1 | -3.1 | 2 | 3 | 18 | -10 | 5 | .
COc1cc(C)ccc1S(=O)(=O)NC(=O)C1(C)CCN1C(=O)C1(c2ccc(Cl)cc2)CCC1 (stereo not drawn) | -0.5 | 4 | 3 | -3 | 1 | -2 | -1
CC(C)CNC(=O)C1(C)CCCN1Cc1ccc(OC(F)(F)F)cc1 (stereo not drawn) | -0.7 | 14 | -12 | 5 | 12 | -9 | .
CC(=O)Nc1ccc2nc(NC(=O)COc3ccccc3Cl)sc2c1 | -3.2 | -65 | -1 | -118 | -4 | -17 | -3
COc1cc(F)cc(-c2ccc3c(c2)c(-c2cccs2)c(-c2cc(OC)cc(OC)c2)n3C)c1 | -0.6 | -2 | -5 | 10 | 78* | 0 | 3
Cc1cccc(C(=O)N[C@H](C(=O)OCc2cc(=O)n3c(n2)sc2ccccc23)C(C)C)c1 | . | -40 | . | 7 | 2 | 2 | .
COc1ccc(C(c2nnnn2Cc2ccccc2)N2CCN(C/C=C/c3ccccc3)CC2)cc1 (stereo not drawn) | -2.6 | 10 | -43 | 4 | 7 | . | 2
Cc1ccc(OCC(=O)Nc2ccc(Cl)cc2)c([N+](=O)[O-])n1 | 2.3 | -85 | 20 | -228 | -3 | -9 | -11
CCOC(=O)c1ccc(NC(=O)c2nc[nH]c2C(=O)NCCCCCNC(=O)OC(C)(C)C)cc1 | 2.4 | 8 | 3 | -28 | 9 | 9 | -5

Next part
SMILES | CFTR F508del cor | EWS-Fli block | INS-1E GSIS act | PAX8 inh HTS | DENV2 CPE | FN deposit inh | miR122 inh
COc1cccc(NC(=O)CN(C)C(=O)c2ccc(COc3ccccc3)cc2)c1 | 0.7 | -11 | 6 | -21 | 4 | 4 | .
COC(=O)[C@H]1C2CCC(C(=O)OC)(CC2)[C@H]1C(=O)OC | . | . | . | -5 | . | -1 | -8
Cc1ccc2nc(NS(=O)(=O)c3cn(C)nc3C)sc2c1 | 1.7 | . | 11 | 5 | 2 | . | 8
CCOC(=O)c1sc2nc(CC(C)C)c3c(c2c1N)CCC3 | . | . | 37 | 3 | . | 2 | .
O=C(C[C@@H]1CC[C@H](NC(=O)Cc2cccnc2)[C@H](CO)O1)Nc1ccccc1 | -1.5 | -2 | 20 | . | -2 | . | .
CN(C)C(=O)c1cccc(-c2ccc([C@H]3[C@@H](CO)N(C(=O)C4CCCC4)[C@H]3C#N)cc2)c1 | -3.5 | -34 | -14 | . | 13 | 5 | .
COc1ccc(C)cc1S(=O)(=O)Nc1cc2c3c(c1)CCC(=O)N3CCC2 | -1.5 | 0 | 39 | -10 | ? | -17 | 150*
COc1ccccc1/C=C1\SC(=O)N(CC(=O)N(C)C2CCS(=O)(=O)C2)C1=O (stereo not drawn) | -0.2 | . | -6 | -4 | 1 | -30 | 0
CSCCC(NC(=O)c1cccc(C)c1)C(=O)OCN1C(=O)c2ccccc2C1=O (stereo not drawn) | 1.2 | 2 | -2 | 11 | -2 | 0 | .
CNC1=CC(=O)CC(c2ccccc2)C1 (stereo not drawn) | 1.6 | 4 | 7 | -7 | -11 | 12 | .
CC(=O)N(C)C[C@H]1Oc2cc(C#CC3(O)CCCC3)ccc2S(=O)(=O)N([C@H](C)CO)C[C@@H]1C | 0.3 | -14 | 4 | . | -11 | -15 | 6[16.7 µM]
COc1ccccc1NC(=O)N[C@H]1CC[C@@H](CCNS(=O)(=O)c2ccc(C)cc2)O[C@H]1CO | 1.4 | -3 | -3 | 3 | -2 | . | .
O=C(Nc1ccccc1)N1CC(=O)N2[C@@H](CO)[C@@H](c3ccc(C#CC4CCCC4)cc3)[C@@H]2C1 | 0.8 | 6 | 3 | . | ? | -4 | .
